Source: PubChem BioAssay (Sanford-Burnham Center for Chemical Genomics)
mIAP inh: mouse IAP inhibition; hit rate 0.2% among 330,000; inhibition, % at 10 µM; purified mouse IAP, CDP-Star luminescence, 30 min;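 active = inhibition of at least 40% at 10 µM in the primary screen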;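 note: plate controls were DMSO with enzyme for no effect and no enzyme wells for full effect; values of inactives mirror those of a sister screen read the other way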
hIAP inh: human IAP inhibition; P09923; purified IAP, CDP-Star luminescence, 30 min; inhibition, % at 10 µM; hit rate 0.12% among 330,000; AID 2544;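 active = inhibition reaching a set limit with compound at 10 µM in the primary screen, cut at about 35% in these data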;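 note: plate controls were DMSO wells with enzyme for no effect and no-enzyme buffer wells for full effect; values of inactives mirror those of a sister screen read the other way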
hIAP act: increases human intestinal alkaline phosphatase activity; P09923; purified human IAP, CDP-Star luminescence, 30 min; hits give high values; 1 = vehicle-only enzyme, 0 = enzyme-free background; activation factor at 10 µM; hit rate 0.16% among 330,000;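 active = activation factor of the enzyme at least 2-fold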; note: the source names both 10 and 20 µM as test concentration; values of inactives mirror those of a sister screen read the other way
APOBEC3G inh: inhibitors of human APOBEC3G DNA deaminase. Q9HC16. recombinant A3G, ssDNA deamination FAM/TAMRA fluorescence. inhibition, % at 20 µM. hit rate 0.28% among 330,000;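 active = inhibition of at least 40% at 20 µM, with no more than 30% in the related APOBEC3A deaminase screen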;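 note: plate controls were DMSO wells with A3G for no effect and wells lacking A3G enzyme for full effect; some compounds called inactive have numbers as strong as hits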
Target sequence (Q9HC16 whole entry, looked up): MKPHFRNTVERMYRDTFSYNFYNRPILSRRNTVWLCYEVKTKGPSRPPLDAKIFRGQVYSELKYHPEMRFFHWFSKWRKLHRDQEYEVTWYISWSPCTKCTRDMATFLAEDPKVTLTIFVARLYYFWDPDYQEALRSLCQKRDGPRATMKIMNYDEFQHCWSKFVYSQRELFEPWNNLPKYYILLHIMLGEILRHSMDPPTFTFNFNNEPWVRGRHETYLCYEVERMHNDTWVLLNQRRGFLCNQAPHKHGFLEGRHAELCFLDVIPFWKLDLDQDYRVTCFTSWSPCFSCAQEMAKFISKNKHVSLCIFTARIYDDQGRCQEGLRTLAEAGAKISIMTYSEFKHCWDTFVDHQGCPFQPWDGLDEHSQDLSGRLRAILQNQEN
mIAP activ: mouse IAP activation; AID 2805; hit rate 0.24% among 330,000; activation factor at 10 µM; muIAP, CDP-Star luminescence, 30 min; hits give high values; 1 = vehicle-only enzyme signal, 0 = enzyme-free wells;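 active = activation factor of at least 2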; note: the source names both 10 and 20 µM as test concentration; values of inactives mirror those of a sister screen read the other way
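Assay system: mouse IAP enzyme; Reagent: CDP-Star chemiluminescent phosphatase substrate; Compound: DMSO-dissolved test compounds; Incubation: 30 min, room temperature; Technique: luminescence from enzymatic CDP-Star hydrolysis; Controls: DMSO-only wells and no-enzyme negative control.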
NLRP3 yeast inh: blocks the NALP3 inflammasome reconstituted in yeast; Yeast reconstituted NLRP3/ASC/caspase-1, beta-gal luminescence, 24 h; inhibition, % at 10 µM; hit rate 0.39% among 330,000; AID 2825;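 active = inhibition of 50% or more; inactive = inhibition below 50%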;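 note: plate controls were induced DMSO wells for no effect and uninduced yeast grown without galactose for full effect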
SENP1 inh: SENP1 (human) catalytic domain inhibition; Q9P0U3; recombinant SENP1 catalytic domain, CyPet-SUMO1-YPet FRET cleavage; inhibition, % at 10 µM; hit rate 0.21% among 360,000;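 active = inhibition at least 30% at 10 µM, raw YFP signal under a set limit, fluorescence ratio 0.5 to 1.5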;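 note: 0% = enzyme with DMSO and 100% = no enzyme wells; some results filed as inactive read as strong as hits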
Target sequence (Q9P0U3 419-644 limits assumed): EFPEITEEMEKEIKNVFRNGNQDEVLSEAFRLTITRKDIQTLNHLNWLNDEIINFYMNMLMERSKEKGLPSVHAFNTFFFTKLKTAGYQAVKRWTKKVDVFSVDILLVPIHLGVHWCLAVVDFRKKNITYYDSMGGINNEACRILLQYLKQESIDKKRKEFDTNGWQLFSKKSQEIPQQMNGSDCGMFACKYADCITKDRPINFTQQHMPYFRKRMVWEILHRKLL
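Assay system: hSENP1 catalytic domain, recombinant. Amount: SENP1 enzyme, 20 pM final. Schedule: 50 min reaction, RT, dark. Technique: FRET, CFP and YFP emission. Control set: no-enzyme wells low, DMSO-plus-enzyme wells high control.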
MIN6 prolif: induces beta-cell replication in MIN6 cells; MIN6 cells proliferation, ATPlite luminescence, 48 h; cells starved in 0.2% serum; 100% = growth in 10% serum; proliferation, % at 10 µM; hit rate 0.29% among 330,000;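 active = compounds whose signal lies at least 3.5 SD above the mean of all wells on their plate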;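 note: 0% = DMSO-treated cells in low-serum medium and 100% = 10% serum control; some compounds called inactive have numbers as strong as hits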
A3A deaminase: blocks human APOBEC3A ssDNA deamination; recombinant A3A, FAM/TAMRA ssDNA deamination fluorescence; inhibition, % at 20 µM; hit rate 0.41% among 330,000;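 active = at least 40% inhibition at 20 µM here, with at most 30% in a related deaminase screen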;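 note: plate controls were A3A with DMSO for no effect and wells lacking A3A enzyme for full effect; some results filed as inactive read as strong as hits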
Target sequence (P31941 whole entry, looked up): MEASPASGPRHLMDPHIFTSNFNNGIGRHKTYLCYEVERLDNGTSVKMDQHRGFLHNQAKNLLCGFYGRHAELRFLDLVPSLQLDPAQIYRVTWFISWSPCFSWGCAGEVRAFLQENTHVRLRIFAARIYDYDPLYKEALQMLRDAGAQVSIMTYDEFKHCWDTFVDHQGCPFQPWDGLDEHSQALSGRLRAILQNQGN
Numbers without * were called inactive; . = not tested or not shown. Not all compounds are listed, so the mix of outcomes need not match the whole.

SMILES	mIAP inh	hIAP inh	hIAP act	APOBEC3G inh	mIAP activ	NLRP3 yeast inh	SENP1 inh	MIN6 prolif	A3A deaminase
COc1ccc(NC(=O)C2CCCN2C(=O)Nc2ccccc2)cc1OC (stereo not given)	-9	4	0.96	-7	1.1	2	3	0	-6
Cc1cccc(Cn2c(SCCN3CCCCC3)nc3c2c(=O)[nH]c(=O)n3C)c1	-12	-6	1.1	-11	1.1	8	1	1	-4
Cc1cccc(NC(=O)CSc2nnc(NC(=O)c3ccc(S(=O)(=O)N4CCOCC4)cc3)s2)c1C	-10	3	0.97	-1	1.1	8	.	0	1
O=S(=O)(Nc1cccc(-c2cn3c(n2)SCC3)c1)c1ccc(F)cc1F	4	18	0.82	-6	0.96	3	-6	-1	-3
COc1ccc(-c2cc(=O)[nH]c(NCc3ccccc3)n2)cc1	1	21	0.79	-7	0.99	5	2	2	5
CCOc1ccc2[nH]c3c(N4CCC5(CC4)OCCO5)ncnc3c2c1	-8	-3	1	-1	1.1	19	.	0	1
C=CCNC(=S)N/N=C/c1ccccc1OCCOc1ccccc1	2	4	0.96	-6	0.98	14	2	-2	-4
O=C(NNC(=O)C1CC(c2cccnc2)=NO1)Nc1ccccc1F (stereo not given)	-4	-55	1.5	-2	1	1	-1	1	-2
CC1(C)CC(=O)C2=C(C1)c1c(ccc3ccccc13)NC2c1ccc(C(=O)O)cc1 (stereo not given)	1	-4	1	-9	0.99	23	-75	-4	-4
COc1ccc(-c2nnn(CC(=O)Nc3ccc4c(c3)OCCO4)n2)cc1OC	-11	-4	1	-10	1.1	1	4	-1	0
O=C(Cc1ccc(Br)cc1)N1CCN(C(=O)c2ccco2)CC1	9	7	0.93	-5	0.91	21	-1	4	0
COc1cccc(NC(=O)N2CCCC2C(=O)Nc2ccc3c(c2)OCCO3)c1 (stereo not given)	1	4	0.96	-5	0.99	9	0	-1	1
COC(=O)COc1ccc(NC(=O)c2ccco2)cc1	0	2	0.98	0	1	-4	6	-1	1
CCCCn1ccc(=O)c2c(C(F)(F)F)nccc21	0	3	0.97	-5	1	13	2	-2	1
CC(C)C(OC(=O)c1nsc(Cl)c1Cl)C(=O)NCc1ccc2c(c1)OCO2 (stereo not given)	-8	0	1	0	1.1	22	3	-3	2

Three compounds from above, arranged by their value in A3A deaminase, smallest number first.
SMILES | mIAP inh | hIAP inh | hIAP act | APOBEC3G inh | mIAP activ | NLRP3 yeast inh | SENP1 inh | A3A deaminase
COc1ccc(NC(=O)C2CCCN2C(=O)Nc2ccccc2)cc1OC (stereo not given) | -9 | 4 | 0.96 | -7 | 1.1 | 2 | 3 | -6
COc1ccc(-c2nnn(CC(=O)Nc3ccc4c(c3)OCCO4)n2)cc1OC | -11 | -4 | 1 | -10 | 1.1 | 1 | 4 | 0
CCCCn1ccc(=O)c2c(C(F)(F)F)nccc21 | 0 | 3 | 0.97 | -5 | 1 | 13 | 2 | 1

(listing goes on)
SMILES	mIAP inh	hIAP inh	hIAP act	APOBEC3G inh	mIAP activ	NLRP3 yeast inh	SENP1 inh	MIN6 prolif	A3A deaminase
CCCCn1c(=O)c(C(=O)c2ccccc2)nc2ccccc21	-4	-6	1.1	-1	1	-1	4	0	1
COc1ccc(C(=O)N2CCC(C(=O)c3c(C)cc(C)cc3C)CC2)cc1	-6	1	0.99	5	1.1	26	-1	-2	5
Cc1ccc(S(=O)(=O)NC2CCCc3ccccc32)cc1C (stereo not given)	-3	-3	1	-5	1	9	0	-1	-3
COCCn1c(SCC(=O)Nc2c(C)n(C)n(-c3ccccc3)c2=O)nnc1-c1ccncc1	-13	-4	1	-9	1.1	-27	3	1	-6
CCOc1ccc(Nc2cc(=O)n(C)c(=O)n2C)cc1	-10	11	0.89	2	1.1	14	2	-3	3
O=C(NCCCN1CCCC1=O)c1cccc(S(=O)(=O)N2CCCCC2)c1	-1	-14	1.1	-7	1	-2	2	5	-4
c1ccc(CN2CCN(c3nc4ccccc4c4ccccc34)CC2)cc1	0	4	0.96	-4	1	-10	-13	-2	-1
CCOCCOc1nc2c(c(=O)n(C)c(=O)n2C)n1CCc1ccccc1	-6	4	0.96	-8	1.1	7	0	-1	-3
Cc1ccc(OC(=O)CCC(=O)Nc2ccc(Br)cc2)cc1	-1	2	0.98	-5	1	15	1	0	-2
COc1ccc(-c2cc(C(=O)N(C)Cc3ccc(OC)c(OC)c3OC)c3ccccc3n2)cc1OC	3	-4	1	-8	0.97	8	0	-1	-1
CCOC(=O)C1=C(C(F)(F)F)Nc2ncnn2C1c1cc(OC)ccc1OC (stereo not given)	6	-2	1	-7	0.94	-4	-3	-3	-6
CC1(C)Cc2ccccc2C(NNC(=O)c2ccc(Br)o2)=N1	-5	-26	1.3	13	1	11	2	-1	-2
C/C(=N\Nc1ccccc1)c1cccc(N)c1	7	10	0.9	-1	0.93	7	-2	1	-8
NS(=O)(=O)c1ccc(OC(=O)CNC(=O)OCc2ccccc2)cc1	6	-29	1.3	2	0.94	9	0	-1	4
CCc1ccc(-c2nc(CSCC(=O)NCCCN3CCCC3=O)c(C)o2)cc1	17	6	0.94	-6	0.83	-4	2	-1	-5
CN(C)C(CNC(=O)c1ccc2c(=O)n(-c3ccccc3F)c(=S)[nH]c2c1)Cc1ccccc1 (stereo not given)	-3	17	0.83	-4	1	0	-2	-2	0
O=C(NCCC1CCCCN1S(=O)(=O)c1ccccc1)C(=O)Nc1ccc(F)cc1F (stereo not given)	8	-19	1.2	-8	0.92	32	4	2	0
COc1ccc2nc(C)cc(SCC(=O)N/N=C/c3ccc(O)cc3O)c2c1	7	-36	1.4	-7	0.93	4	-12	-5	-2
CC(C)CC(=O)c1c[nH]c(C(=O)NCCCN2CCOCC2)c1	2	18	0.82	-4	0.98	8	3	2	1
CCn1cc(NC(=O)CCl)c(C)n1	2	-1	1	-10	0.98	15	.	-4	-1
COc1cc(OC)cc(C(=O)NCC(=O)OCc2ccc(Cl)c(Cl)c2)c1	-2	8	0.92	-5	1	4	0	-5	-5
COc1ccc(S(=O)(=O)Nc2nnc(C(C)(C)C)s2)cc1	12	3	0.97	50*	0.88	6	1	1	5
CC1(C)CC(=O)C2=C(C1)NCN(Cc1ccc3c(c1)OCO3)C2	-10	14	0.86	-2	1.1	20	-2	-4	-6
COc1ccc(S(=O)(=O)N(C)CC(=O)Nc2ccc(C(F)(F)F)cc2)cc1Cl	-30	-8	1.1	-10	1.3	15	1	-5	-9
O=C(N/N=C/c1c[nH]c2ccccc12)c1cc(-c2ccc3ccccc3c2)n[nH]1	-9	-57	1.6	-3	1.1	-5	-4	-6	-2
CCn1c(SCc2ccccc2)nc2cc(OC)c(OC)cc2c1=O	-7	-16	1.2	-3	1.1	9	1	-4	-6
O=C(NCc1cccs1)C(=O)NCC1OCCCN1S(=O)(=O)c1cc(F)ccc1F (stereo not given)	9	-20	1.2	-12	0.91	-12	-2	0	-4
Cc1sc2ncnc(NCc3ccco3)c2c1C	-2	2	0.98	2	1	31	-17	-4	4
CCOc1ccc(NC(=O)CSc2nnnn2C2CC2)cc1S(=O)(=O)N1CCCC1	-13	-9	1.1	-7	1.1	-2	-1	-3	-3
O=C1Nc2ncccc2OC1CCCl (stereo not given)	-8	4	0.96	-1	1.1	5	-1	0	0
CS(=O)(=O)c1ccc(NC(=O)c2cccc(S(=O)(=O)N3CCN(Cc4ccccc4)CC3)c2)cc1	11	-4	1	0	0.89	9	2	-3	26
COC(=O)NC1(C(=O)O)CCCC1	-9	0	1	9	1.1	-1	-1	-2	-9
COc1ccccc1Oc1ccc(N/C=C/C(=O)c2ccco2)cc1	-1	20	0.81	1	1	21	-23	-2	1
COc1ccc(N(CC(=O)NC2CCCC2)C(=O)c2ccc(N3CCCCC3)nc2)cc1	12	15	0.85	-3	0.88	-1	1	0	-3

Entries listed so far with an aryl methoxy group (14):
SMILES	mIAP inh	hIAP inh	hIAP act	APOBEC3G inh	mIAP activ	NLRP3 yeast inh	SENP1 inh	MIN6 prolif	A3A deaminase
COc1ccc(NC(=O)C2CCCN2C(=O)Nc2ccccc2)cc1OC (stereo not given)	-9	4	0.96	-7	1.1	2	3	0	-6
COc1ccc(-c2cc(=O)[nH]c(NCc3ccccc3)n2)cc1	1	21	0.79	-7	0.99	5	2	2	5
COc1ccc(-c2nnn(CC(=O)Nc3ccc4c(c3)OCCO4)n2)cc1OC	-11	-4	1	-10	1.1	1	4	-1	0
COc1cccc(NC(=O)N2CCCC2C(=O)Nc2ccc3c(c2)OCCO3)c1 (stereo not given)	1	4	0.96	-5	0.99	9	0	-1	1
COc1ccc(C(=O)N2CCC(C(=O)c3c(C)cc(C)cc3C)CC2)cc1	-6	1	0.99	5	1.1	26	-1	-2	5
COc1ccc(-c2cc(C(=O)N(C)Cc3ccc(OC)c(OC)c3OC)c3ccccc3n2)cc1OC	3	-4	1	-8	0.97	8	0	-1	-1
CCOC(=O)C1=C(C(F)(F)F)Nc2ncnn2C1c1cc(OC)ccc1OC (stereo not given)	6	-2	1	-7	0.94	-4	-3	-3	-6
COc1ccc2nc(C)cc(SCC(=O)N/N=C/c3ccc(O)cc3O)c2c1	7	-36	1.4	-7	0.93	4	-12	-5	-2
COc1cc(OC)cc(C(=O)NCC(=O)OCc2ccc(Cl)c(Cl)c2)c1	-2	8	0.92	-5	1	4	0	-5	-5
COc1ccc(S(=O)(=O)Nc2nnc(C(C)(C)C)s2)cc1	12	3	0.97	50*	0.88	6	1	1	5
COc1ccc(S(=O)(=O)N(C)CC(=O)Nc2ccc(C(F)(F)F)cc2)cc1Cl	-30	-8	1.1	-10	1.3	15	1	-5	-9
CCn1c(SCc2ccccc2)nc2cc(OC)c(OC)cc2c1=O	-7	-16	1.2	-3	1.1	9	1	-4	-6
COc1ccccc1Oc1ccc(N/C=C/C(=O)c2ccco2)cc1	-1	20	0.81	1	1	21	-23	-2	1
COc1ccc(N(CC(=O)NC2CCCC2)C(=O)c2ccc(N3CCCCC3)nc2)cc1	12	15	0.85	-3	0.88	-1	1	0	-3
